Screens: PubChem, several laboratories
AI-2 QS modul: modulators of Vibrio harveyi AI-2 quorum sensing system. Vibrio harveyi JMH597 AI-2 luminescence/OD600 ratio, 9 h; active compounds read low; strain lacks LuxN and CqsS sensors; 0 = neutral-control median. activity change, % at 7.5 µM. actives 0.4% (n = 300,000). AID 2094; in the data active means activity change below about -75%, passing the limit was not always enough; inconclusive means no clear call, values can overlap the other calls;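 further: luminescence divided by OD600 gain over 9 h not by final OD600 alone; inactives centre near 13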
HSP90 refold inh: inhibitors of HSP90 luciferase refolding in rabbit reticulocyte lysate; actives 0.91% (n = 290,000); AID 1789; inhibition, % at 5.6 µM; luciferase refolding luminescence, 3 h;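 active means inhibition above the screen-wide mean plus 3 SD, computed separately per campaign, cut at about 16% in these data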;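 further: 0% = DMSO wells and 100% = 60 µM geldanamycin wells; inhibitors lower the luminescence because luciferase stays unfolded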
SKKanGAS inh: inhibitors of SKKanGAS S. pyogenes growth in kanamycin (SK-promoter or general growth effect); actives 1.3% (n = 300,000); inhibition, % at 7.5 µM; BacTiter-Glo, 6 h;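 active means mean replicate score, as percent of positive control median, at least 50; inconclusive means mean below 50 but one replicate at or above 50; inactive means mean and every replicate below 50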;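 further: strain carries kanamycin resistance gene driven by streptokinase promoter and grows in 40 µg/ml kanamycin; loss of luminescence reflects streptokinase promoter inhibition or plain growth inhibition; 0% = median of DMSO wells and 100% = positive control at its reference dose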
aSyn UTR inh: 5' untranslated region of α-synuclein, MLPCN primary screen. alpha-synuclein 5'UTR reporter, inhibitor activity. inhibition, % (tested at 7.5 µM). actives 0.82% (n = 300,000). AID 1813; in the data active means inhibition above about 60%; inconclusive means no clear call, values can overlap the other calls;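 further: H4 neuroglioblastoma cells stably carrying SNCA 5'UTR luciferase fusion; 0% = DMSO wells and 100% = positive control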
Platelet DG rel: modulates dense granule release in human platelets; actives 0.22% (n = 300,000); inhibition, %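 (compounds screened at 7.5 µM in platelet-rich plasma)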; AID 1663; human platelet-rich plasma, SFLLRN dense granule ATP release, luminescence;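 active means mean replicate score, as percent of positive control, at or above 50; inconclusive means mean below 50 but at least one replicate at or above 50; inactive means mean and every replicate below 50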
HSF-1 act: increases HSF-1 driven luciferase reporter signal | NIH3T3-HGL HSF-1 luciferase reporter, MG132, 8 h; 100% = twice DMSO control signal | activation, % at 9 µM | actives 1.7% (n = 300,000);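 active means mean replicate activation of at least 50% with a set share of replicates each reaching 50%; inconclusive means only one of those two conditions met; inactive means mean below 50% and too few replicates reaching it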;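 further: 0% = median of the neutral control wells and 100% = twice that signal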
HSF1 inhib: HSF1 inhibition; NIH3T3-HGL HSE-luciferase, MG132-induced, luminescence 8 h; active compounds read low; activity change, negative = inhibition, % at 7.5 µM (by protocol); actives 0.77% (n = 300,000);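 active means more than half of replicate wells show activity change below -50%, luminescence cut by over half; inconclusive means some wells, but at most half, below -50%; inactive means no replicate well below -50%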;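 further: luciferase reports HSF-1 transcriptional activity via heat shock element; 0% = median of DMSO wells and -100% = zero luminescence signal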
IEC-6 cytotox: IEC-6 cytotoxicity, counter-screen for KLF5 inhibitors | luminescence viability | inhibition, % at 5 µM | actives 0.78% (n = 290,000) | AID 1825; in the data active means inhibition above about 22%;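 further: 0% = plate median of test compound wells and 100% = cytotoxic reference compound wells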
HIF act: HIF pathway transcriptional activation. U2OS HRE-luciferase reporter, luminescence; normalized: DMSO 0%, desferrioxamine 100%. activation, % at 7.5 µM (by protocol). actives 0.32% (n = 300,000). AID 1910;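 active means mean activation of at least 10% of the iron chelator positive control signal, with at least half of replicates also reaching 10%; inconclusive means mean and replicate majority disagree about reaching 10%; inactive means mean and most replicates under 10%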
KLF5 inhibitor: kruppel-like factor 5 inhibition; AID 1700; actives 0.23% (n = 290,000); DLD-1 KLF5 promoter-luciferase reporter, luminescence; inhibition, % at 5 µM;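 active means inhibition above a per-plate limit of that plate's mean compound inhibition plus 3 SD, cut at about 60% in these data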;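 further: 0% = DMSO wells and 100% = LY294002 at 200 µM; higher means less KLF5 promoter-driven luciferase light; inactives centre near -14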
Numbers without * were called inactive; ? = inconclusive; . = not tested or not shown.

Under each structure: AI-2 QS modul, HSP90 refold inh, SKKanGAS inh, aSyn UTR inh, Platelet DG rel, HSF-1 act, HSF1 inhib, IEC-6 cytotox, HIF act, KLF5 inhibitor
CCN(CC)S(=O)(=O)c1ccc(OC(C)C)c(NC(=O)c2c3c(nc4ccccc24)CCN(Cc2ccccc2)C3)c1
    22, 4, 12, 23, -2, 5, -4, 8, 0.0, -39
CCCc1c(C)[nH]c2nc3ccccc3n2c1=O
    0, 1, 21, -38, -1, -4, 1, 4, 0.3, -31
COc1ccc(CN2CC(C(=O)NCCc3ccc(Cl)cc3)CC2=O)cc1 (stereo unspecified)
    4, 5, -4, -16, 4, -1, 1, 1, 0.2, -6
COc1ccc(NC(=O)c2ccc(N3CCOCC3)nc2)cc1
    28, -1, -3, -20, -2, -2, -5, 1, 1.2, -30
COc1ccc2cc(-c3cc(C(=O)OCC(=O)Nc4c(C)n(C)n(-c5ccccc5)c4=O)c4ccccc4n3)ccc2c1
    19, 3, 30, ?, -10, 25, 2, -5, -2.2, -112
CC(C)(C)NC(=O)c1cccc(NC(=O)c2cccc(O)c2)c1
    23, -3, -7, -33, 3, 2, 0, -3, 0.3, -36
O=C(C[n+]1ccccc1)Nc1ccccc1C(=O)O
    9, 0, -16, -8, 5, -5, -5, 2, 0.0, -19
COc1ccccc1OCC(=O)NNC(=O)c1cnccn1
    13, 3, 2, 17, 6, -14, -3, 7, -0.4, -13
CSCC[C@H](NC(=O)OC(C)(C)C)c1nnc(SCC=C(C)C)o1
    25, -1, -2, -20, -3, 25, 2, -5, -0.1, -8
COc1ccccc1-n1c(C)cc(/C=C2/C(=N)N3C(=NC2=O)SN=C3S(C)(=O)=O)c1C
    30, 15, 36, -27, 1, -7, -9, 5, 0.5, -79
COc1ccc(S(=O)(=O)NCCSCc2ccccc2C)cc1Br
    -8, 2, 13, 16, 0, 10, 4, -3, -0.4, -23
COC(=O)c1ccc(N2CCCCC2)c(N)c1
    24, -6, 1, -92, 6, 40, 8, -4, 3.3, -85
COc1ccc(/C(C)=N\NC(=O)CSc2nnc(C)s2)cc1
    7, 1, 3, 14, -5, -9, -6, -2, 0.3, -23
Cc1cnccc1CNC(=O)C1CCC(=O)N(Cc2ccc(Cl)cc2)C1 (stereo unspecified)
    9, -8, 1, -5, -4, 1, -3, -1, 0.8, -23
COc1ccc2c(c1)c1ncn(Cc3ccccn3)c(=O)c1n2C
    5, -2, 2, 20, 1, 45, 8, 2, 0.7, -42
COc1cc(CN(C(=O)c2ccco2)C2CCS(=O)(=O)C2)cc(OC)c1OC (stereo unspecified)
    5, 0, -7, -10, 0, -17, -10, 4, 0.2, -31
CCOC(=O)NC(=O)c1cn(C(CC)CO)c(=O)[nH]c1=O (stereo unspecified)
    15, 4, 4, 14, 10, 1, -3, -1, -0.1, -36
COC(=O)c1ccc(N=NN2CCOCC2)cc1
    23, 0, -2, -147, 2, 16, 9, -4, 4.5, -43
c1nnc2c3c4c(sc3ncn12)CCCC4
    23, 4, 2, 10, -5, -8, -13, 6, -0.4, 5
O=C(Nc1cccc(-c2cccc(F)c2)c1)C1CCN(Cc2ccc(CO)o2)CC1
    2, 1, 0, 17, -8, -1, -1, 4, -0.2, -6

Pulled by compound from the entries so far, two records:
Under each structure: AI-2 QS modul, HSP90 refold inh, SKKanGAS inh, aSyn UTR inh, Platelet DG rel, HSF-1 act, HSF1 inhib, IEC-6 cytotox, HIF act, KLF5 inhibitor
O=C(Nc1cccc(-c2cccc(F)c2)c1)C1CCN(Cc2ccc(CO)o2)CC1
    2, 1, 0, 17, -8, -1, -1, 4, -0.2, -6
COC(=O)c1ccc(N2CCCCC2)c(N)c1
    24, -6, 1, -92, 6, 40, 8, -4, 3.3, -85

Continuation.
Under each structure: AI-2 QS modul, HSP90 refold inh, SKKanGAS inh, aSyn UTR inh, Platelet DG rel, HSF-1 act, HSF1 inhib, IEC-6 cytotox, HIF act, KLF5 inhibitor
COc1ccc(OC)c(-n2c(-c3cc(-c4ccco4)[nH]n3)n[nH]c2=S)c1
    -20, -3, 5, 22, 1, 6, -7, -3, 0.1, -25
O=C(Cn1cncn1)NCc1cccc2ccccc12
    16, -6, 5, 3, 4, 3, -6, -1, 0.0, -41
CCOc1cc2[nH]c(=S)n(Cc3ccc(C(=O)NCCCN4CCOCC4)cc3)c(=O)c2cc1OCC
    14, -8, 1, 33, -10, -8, -8, 1, -0.4, -25
O=C(NNC(=O)c1ccncc1)Nc1cccc(C(F)(F)F)c1
    10, -4, -4, 9, -3, 15, 1, -3, -0.6, -26
CCOc1ccc(OCc2ccc(C(=O)NC(C)(C)C)o2)cc1
    7, 5, 4, -70, -6, -2, -8, 0, 1.4, -57
O=C(c1ccc(F)cc1)N1CCC(c2ccccc2)C1 (stereo unspecified)
    14, -4, 1, -84, 0, -3, 17, 10, 1.5, -72
COc1cc(/C=N/NC(=O)c2ccncc2)ccc1OCC(=O)Nc1ccccc1
    21, -6, 2, -100, 15, -1, 10, 1, 2.6, -60
Cc1nn(CC(=O)Nc2ccc(Br)cc2F)c(=O)c2cccn12
    23, 0, 4, 25, 19, -14, 2, 4, -0.9, -7
CC(=O)c1cc2c(cc1NC(=O)CCC1CCCC1)OCO2
    -1, -5, 4, 4, -50, 28, -4, 8, -0.7, -12
Cn1c(=O)n(CCOc2ccc(Cl)cc2Cl)c2ccccc21
    -3, 2, 3, 13, -3, -13, -13, -11, -0.3, -43

A few values from the entries so far:
Reading of O=C(Cn1cncn1)NCc1cccc2ccccc12 under HSP90 refold inh: -6
Reading of COc1ccc(OC)c(-n2c(-c3cc(-c4ccco4)[nH]n3)n[nH]c2=S)c1 under IEC-6 cytotox: -3
Reading of O=C(NNC(=O)c1ccncc1)Nc1cccc(C(F)(F)F)c1 under SKKanGAS inh: -4

(listing goes on)
Under each structure: AI-2 QS modul, HSP90 refold inh, SKKanGAS inh, aSyn UTR inh, Platelet DG rel, HSF-1 act, HSF1 inhib, IEC-6 cytotox, HIF act, KLF5 inhibitor
O=C1CNC(=O)N1c1ccc(Cl)cc1
    18, 0, -3, 0, 1, 1, 8, -4, 1.2, 7
CCOCCn1c(CN2CCN(CCO)CC2)nc2c1c(=O)n(C)c(=O)n2C
    53, -4, -2, -22, 2, -7, 9, 0, -0.3, -39
CCCCNC(=O)c1onc(CSc2ccncc2)c1C(=O)NCCCC
    37, ., 4, -21, 3, 32, 8, ., -0.4, .
CC(C)c1nc(Cl)c(C#N)c2c1COC(C)(C)C2
    27, 3, 9, 38, 5, -10, -3, -3, 0.7, -26
C/C(=N\NC(=O)COc1ccccc1-c1ccccc1)c1ccc(O)cc1O
    6, 12, 86*, 51, -32, 23, 9, 74*, 1.6, 50
O=C(CSc1ncn[nH]1)NC1CCCc2ccccc21 (stereo unspecified)
    16, -4, -15, 11, -1, 1, -1, -2, 0.4, -60
Cc1cccc(N(CC(=O)NC2CCCCC2)C(=O)Cn2nnc(-c3ccc(C)o3)n2)c1
    26, -2, 12, 3, 20, -5, -4, 0, 0.5, -15
CC(=O)c1c(C)n(CCO)c2ccc(O)cc12
    34, -3, -11, 22, 9, -4, -15, -2, 0.1, -22
CCOC(=O)c1c(NC(=O)CSC(=S)N2CCOCC2)sc(C)c1C
    15, -3, -5, 25, 1, 7, -6, 1, 0.2, 8
S=c1[nH]nc(-c2cccnc2)n1/N=C/C(Cl)=C\c1ccccc1
    21, -2, 32, -177, -4, 47, 52, 1, 2.9, -17

The list continues.
compound	AI-2 QS modul	HSP90 refold inh	SKKanGAS inh	aSyn UTR inh	Platelet DG rel	HSF-1 act	HSF1 inhib	IEC-6 cytotox	HIF act	KLF5 inhibitor
COc1ccccc1NC(=S)N1CCC(NC(=O)C23CC4CC(CC(C4)C2)C3)CC1	26	0	8	10	-2	3	-6	-7	-0.7	2
CCOC(=O)/C=c1\s/c(=C\c2ccc(-c3ccccc3)cc2)c(=O)n1CC(=O)NCc1ccc2c(c1)OCO2	43	0	-2	13	3	8	-3	3	0.2	-27
CN(c1ccccc1C(=O)N1CCc2ccccc2C1)S(C)(=O)=O	5	0	7	-11	4	9	-7	-1	0.1	-4
O=C(NNC(=O)C12CC3CC(CC(C3)C1)C2)c1ccccc1F	20	-2	-2	53	0	5	-1	-3	-0.1	-17
Cc1cccc(Nc2ccccc2C(=O)OCC(=O)N2CCOCC2)c1C	30	1	-7	12	2	12	2	4	-0.3	-15
CCOC(=O)c1sc2ncnc(Nc3cccc(C(=O)O)c3)c2c1C	.	-1	16	7	15	10	-1	-5	-0.5	-20
O=C(Cc1ccccc1)Nc1ccc(N2CCCC2)cc1	55	3	-10	-1	7	-4	-5	-3	0.2	-42
Cc1csc(Sc2ccc(C(=O)OCC(=O)Nc3ccc(OC(F)(F)F)cc3)cc2[N+](=O)[O-])n1	30	-3	7	-26	-8	-1	0	-4	-0.7	-10
CC(C)c1ccc(NC(=O)C2CCN(S(=O)(=O)c3ccc4c(c3)C(C)(C)C(=O)N4C)CC2)cc1	11	-1	-5	20	3	1	1	-2	-0.4	-15
c1ccc(CN2CCC(Nc3nc(-c4ccccc4)nc4ccccc34)CC2)cc1	11	-7	0	72*	-5	24	19	0	-1.3	-14
OCCC#Cc1ccc(CN2CCN(Cc3ccsc3)C(CCO)C2)cc1 (stereo unspecified)	1	0	-3	5	3	1	-7	-3	-0.3	10
CN(c1ccccc1)S(=O)(=O)c1cccc(Cl)c1Cl	-5	-2	-1	6	5	-32	-14	3	0.1	-11
CCc1nnc(NC(=O)c2nn(-c3ccccc3)nc2C)s1	25	4	-1	-30	-7	5	-1	-5	0.4	-3
Nc1nc2nc(SCC(=O)N3CCCc4ccccc43)[nH]c2c(=O)[nH]1	28	-1	-16	-1	-4	-8	-3	5	0.2	-20
Clc1ccc2c(c1)Nc1ccccc1CC2	4	.	0	-24	7	12	6	.	1.5	.
COC(=O)c1ccc(OC(=O)c2ccncc2)cc1O	12	-1	-7	-7	0	21	9	-4	-0.2	-36
O=C(OCc1nc2ccc(Cl)cc2n1CCO)c1ccccc1	5	2	-6	-18	-6	-8	0	-4	-0.4	-31
C=CCn1c(CSc2ccccc2[N+](=O)[O-])n[nH]c1=S	29	1	14	10	-8	-17	-1	6	2.6	-23
CCCc1cc(=O)oc2cc(OCC(=O)OC)cc(OCC(=O)OC)c12	21	1	-7	9	-1	-12	-1	-3	-0.3	-35
O=c1c2ccccc2nc(/C=C/c2ccc([N+](=O)[O-])o2)n1CCCO	-84*	2	50*	-6	2	26	34	7	4.5	18
COc1ccc(NC(=O)C2CCCN(S(=O)(=O)c3ccc4c(c3)CCCN4C(C)=O)C2)cc1 (stereo unspecified)	24	-3	-2	-1	-5	4	0	2	-0.1	4
